DNA FID counter: counter-screen for HCV NS3 helicase inhibitors: DNA intercalator displacement; DNA fluorescent intercalator displacement, fluorescence; inhibition, % at 7.9 µM; actives 0.17% (n = 290,000); AID 1845; in the data active means inhibition above about 37%;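 further: 0% = vehicle and 100% = reference compound; higher means more ethidium bromide displaced from hairpin DNA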
CRFBP-R2 agonist: CRF-BP/CRF-R2 complex agonism; actives 0.46% (n = 350,000); activation, % at 13.2 µM; HEK293 CRF-R2/CRF-BP, calcium dye fluorescence (FLIPR); percent of saturating CRF peptide response;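 active means activation of at least 50%, plus an integration ratio under a set limit after plate pattern correction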;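 further: plate controls were neutral control wells without compound for no effect and CRF at EC100 for full effect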
CRFR2-BP antag: CRF-BP/CRF-R2 complex antagonism. HEK293 CRF-R2/CRF-BP, CRF-induced calcium fluorescence. inhibition, % at 11.8 µM. actives 0.59% (n = 350,000);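 active means inhibition of the ligand-induced calcium signal above about 50% at the single tested concentration, limit read from the data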
MEKK2 WT-MEK5: raises or lowers MEK5 binding to wildtype human MEKK2 PB1 domain; Q9Y2U5; bead flow cytometry, Alexa488-MEK5 binding to MEKK2 WT; actives lie on both sides; binding response (% of control), % at 10 µM; actives 1.1% (n = 290,000); in the data active means binding response below about 67% or above about 130%
MEKK2 mut-MEK5: signal of MEK5 binding to mutant human MEKK2 PB1 domain; bead flow cytometry, Alexa488-MEK5 binding to MEKK2 mutant; percent response, % at 10 µM; actives 0.35% (n = 290,000); AID 1530; in the data active means percent response above about 24%, passing the limit was not always enough; further: inactives centre near 1; some results filed as inactive read as strong as hits; reference of the scale not given here
GalR3 antagonist: human GalR3 antagonism. O60755. HEK293 GalR3-CNG cAMP membrane potential fluorescence; galR3 body fused to GalR1 C-terminus. inhibition, % at 3 µM. actives 0.44% (n = 360,000). AID 651719;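 active means inhibition above the screen-wide average plus 3 SD, cut at about 13% in these data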;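 further: forskolin and galanin both at EC90 stimulate the cells; cAMP rise reported by CNG channel membrane potential dye signal; 0% = forskolin plus galanin with DMSO and 100% = forskolin alone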
Target sequence (O60755 1-299 limits assumed): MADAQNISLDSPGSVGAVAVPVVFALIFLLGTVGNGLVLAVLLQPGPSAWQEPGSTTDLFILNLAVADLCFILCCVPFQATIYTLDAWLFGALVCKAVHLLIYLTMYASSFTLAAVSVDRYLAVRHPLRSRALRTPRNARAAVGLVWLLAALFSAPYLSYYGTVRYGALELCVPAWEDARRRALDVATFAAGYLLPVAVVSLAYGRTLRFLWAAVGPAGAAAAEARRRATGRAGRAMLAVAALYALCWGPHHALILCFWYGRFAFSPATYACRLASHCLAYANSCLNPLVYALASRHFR
MEKK3 PB1 HTS: MEKK3-MEK5 PB1 interaction, increase or decrease. binding response (% of control), % at 10 µM. bead-based flow cytometry, Alexa488-MEK5 binding to MEKK3; actives lie on both sides; 0 = blocked by unlabeled MEK5, 100 = vehicle. actives 1.4% (n = 290,000). AID 1529. Q99759;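 active means binding response more than 3 SD above or below the average of its plate-row segment, actives on both sides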;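 further: Alexa488 bead fluorescence after subtracting the streptavidin-only scavenger bead signal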
Target sequence (Q99759 whole entry, looked up): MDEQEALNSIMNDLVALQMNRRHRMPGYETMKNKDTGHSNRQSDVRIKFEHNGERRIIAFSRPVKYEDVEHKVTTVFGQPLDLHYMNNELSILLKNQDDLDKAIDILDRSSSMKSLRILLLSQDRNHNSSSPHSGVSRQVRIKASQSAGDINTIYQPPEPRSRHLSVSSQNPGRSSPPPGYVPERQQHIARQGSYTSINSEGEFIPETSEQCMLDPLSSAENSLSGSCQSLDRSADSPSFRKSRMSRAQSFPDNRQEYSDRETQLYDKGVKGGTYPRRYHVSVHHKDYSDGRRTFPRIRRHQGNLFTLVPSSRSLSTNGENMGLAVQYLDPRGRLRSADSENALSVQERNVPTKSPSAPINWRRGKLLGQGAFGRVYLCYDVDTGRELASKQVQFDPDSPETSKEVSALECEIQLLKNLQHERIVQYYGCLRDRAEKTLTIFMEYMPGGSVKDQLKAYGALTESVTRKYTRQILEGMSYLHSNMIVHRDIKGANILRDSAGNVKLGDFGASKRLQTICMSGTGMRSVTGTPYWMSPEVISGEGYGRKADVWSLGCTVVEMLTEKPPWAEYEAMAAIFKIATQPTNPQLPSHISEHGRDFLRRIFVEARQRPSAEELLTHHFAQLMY
UBC9 SUMO inh: SUMOylation inhibition; actives 0.36% (n = 290,000); P63279; HTRF SUMOylation assay, SAE1/SAE2 + UBC9, in vitro; inhibition, % at 35 µM; in the data active means inhibition above about 50%, passing the limit was not always enough; further: strong numbers were not always called active
Target sequence (P63279 whole entry, looked up): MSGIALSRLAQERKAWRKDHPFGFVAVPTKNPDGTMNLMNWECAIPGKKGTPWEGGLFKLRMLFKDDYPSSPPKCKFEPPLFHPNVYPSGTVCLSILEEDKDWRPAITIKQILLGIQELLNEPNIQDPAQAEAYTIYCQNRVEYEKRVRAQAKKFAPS
NS3 helicase inh: inhibitors of Hepatitis C virus NS3 helicase; AID 1800; NS3 helicase DNA unwinding, Cy5 molecular beacon fluorescence; actives 0.56% (n = 290,000); inhibition, % at 10.9 µM;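 active means inhibition above the mean of all tested compounds plus 3 SD, set per campaign, cut at about 35% in these data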;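 further: 0% = DMSO wells and 100% = thioflavine S control wells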
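Test system: hepatitis C virus NS3 helicase domain fragment enzyme. Also added: annealed dual-labelled DNA beacon duplex, ATP-started. Timing: 60 min unwinding reaction at 25 °C after ATP addition. Technique: Cy5 fluorescence. Measure: % inhibition of unwinding.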
* hit, by the source's call; / = not tested or not shown. These rows are one share of the data; rates above refer to the full screens.

SMILES | MEKK3 PB1 HTS | MEKK2 WT-MEK5 | MEKK2 mut-MEK5 | DNA FID counter | GalR3 antagonist | NS3 helicase inh | UBC9 SUMO inh | CRFBP-R2 agonist | CRFR2-BP antag
O=S(=O)(c1ccccc1)N1CCN(Cc2ccc(Cl)cc2)CC1 | 102 | 100 | 7 | -24 | -9 | -1 | -1 | -0.1 | 10
Cc1cc(C)n(C(=O)c2cccc([N+](=O)[O-])c2C)n1 | 104 | 108 | 13 | -3 | 1 | 8 | 14 | -5.2 | 17
O=C1c2cc3ccccc3c(-c3ccccc3)c2C(=O)N1c1ccccn1 | 103 | 101 | -2 | -5 | -5 | 10 | 20 | -1.8 | -16
Cc1nc(S(=O)(=O)Cc2ccccc2)nc2c1CCC2 | 98 | 95 | -2 | -2 | 5 | -6 | 27 | 2.2 | 25
COc1ccc(-c2cc(C(F)(F)F)nc(NCc3cccnc3)n2)cc1 | 101 | 106 | 18 | -11 | -7 | -19 | -5 | -3.0 | -9
O=C(COC(=O)c1ccco1)NCc1ccc(F)cc1 | 91 | 87 | -8 | 0 | -3 | -4 | 16 | -1.1 | 26
Cc1c(S(=O)(=O)c2ccccn2)c(N)n(Cc2ccccc2)c1C | 91 | 91 | -4 | -5 | -6 | -15 | 5 | 6.9 | -8
CCCc1[nH]n(-c2nc3ccccc3s2)c(=O)c1C=NCCCOC | 97 | 102 | 0 | -21 | 6 | -1 | -2 | -1.7 | 1
O=C(Nc1nnc(C2CC2)s1)c1cccs1 | 103 | 108 | 12 | -10 | -3 | 9 | 14 | -0.6 | -11
CCc1c(C)[nH]n(-c2nc(-c3cccc([N+](=O)[O-])c3)cs2)c1=O | 98 | 96 | 0 | -5 | 0 | 27 | -7 | 1.6 | -5
Cc1ccc(NC(=O)c2ccc3c(c2)OCCO3)cc1C | 100 | 96 | 4 | -14 | -8 | -6 | 8 | -0.4 | 1
CC(=O)c1ccc(N2CCN(S(=O)(=O)c3cccc4nsnc34)CC2)cc1 | 104 | 104 | 2 | -4 | 3 | 2 | 22 | 0.6 | 3
CCOc1cc(CN2CCN(S(=O)(=O)Cc3ccccc3)CC2)ccc1OC | 102 | 97 | 0 | -21 | -4 | 0 | -5 | -0.3 | -1
Cc1cc(C(=O)CSc2nc3ccccc3o2)c(C)n1C1CC1 | 100 | 99 | -4 | -19 | -5 | 18 | 11 | 0.2 | -17
O=C(Nc1nc2ccccc2[nH]1)Nc1ccccc1F | 100 | 101 | -1 | -7 | -1 | -12 | 11 | 0.1 | -5
Cc1ccc2[nH]c(=O)c(CN3CCCCC3)c(-c3ccccc3)c2c1 | 101 | 104 | 6 | -4 | -2 | 3 | 16 | 3.2 | -9
CCOc1cc(C(=S)N2CCCC2)ccc1OCc1ccccc1 | 106 | 114 | 9 | -29 | -11 | 0 | 3 | -1.6 | -3
CC(C)CC1C(C#N)=C(N)Oc2n[nH]c(-c3cccs3)c21 (stereo unspecified) | 101 | 97 | 1 | -7 | 0 | -2 | 15 | -1.2 | -40
Cc1ccc(S(=O)(=O)N(c2nc(N(C)C)nc(N(C)C)n2)n2cnnc2)cc1 | 100 | 98 | 5 | -3 | -6 | -4 | -5 | -6.9 | 20
CCOc1ccc(-n2nc3c(=S)[nH]nc(C)c3c2C)cc1 | 92 | 100 | 0 | -7 | -5 | 7 | 14 | 0.7 | 9
O=C(Nc1ccc2c(c1)C(=O)NC2=O)c1ccccc1Cl | 103 | 102 | 2 | 0 | 4 | 10 | 12 | -2.8 | 33
CCCc1sc(N/N=C/c2ccccn2)nc1-c1ccc(F)cc1 | 107 | 98 | 4 | 0 | / | 9 | -33 | -0.7 | -13
Cc1ccc(C)c(OCCCCN2CCNCC2)c1C | 106 | 113 | 12 | 17 | -8 | -2 | -16 | 0.1 | -1
O=C(CSc1ncccn1)NN=C1CCCCCC1 | 91 | 94 | -3 | -6 | -2 | 6 | 6 | 1.0 | -21
COc1ccc(CNC(=O)C2CCN(S(=O)(=O)N3CCCC3)CC2)c(OC)c1 | 97 | 101 | 4 | -17 | -5 | 6 | 1 | -0.8 | 10
Cc1cc(-n2nc(C)cc2C)n2ncc(-c3ccccc3)c2n1 | 104 | 103 | 0 | -20 | -7 | -12 | 30 | 0.1 | 5
O=C(CN1C(=O)C2CC=CCC2C1=O)Nc1ccc(Br)cc1 (stereo unspecified) | 102 | 105 | 5 | -1 | 2 | -6 | 3 | -0.2 | -9
COc1ccccc1CNC(=O)N1CCN(c2ccccc2Cl)CC1 | 100 | 96 | -5 | -34 | -1 | -4 | -1 | -3.3 | 12
CC(=O)c1ccccc1OC(=O)CCN1C(=O)c2ccccc2C1=O | 103 | 94 | 0 | -3 | -2 | -20 | 11 | -1.1 | 2
CCCCc1ccc(NC(=O)c2ccc(N(C)S(C)(=O)=O)cc2)cc1 | 53 | 57 | -7 | -11 | 36* | -7 | 10 | 2.5 | 7
COc1ccc(C(CNC(=O)CN2C(=O)NC3(CCCC3)C2=O)N(C)C)cc1 (stereo unspecified) | 97 | 95 | 3 | -7 | 1 | -2 | 9 | 2.7 | 2
Cc1cccc(Cl)c1OCCN1CCCC1 | 102 | 106 | 4 | 3 | 0 | 6 | -9 | -2.3 | -2
Cc1cc(C)nc(NS(=O)(=O)c2ccc(NS(=O)(=O)c3ccsc3)cc2)n1 | 100 | 100 | 0 | -1 | 7 | -1 | -1 | -1.5 | -1
COc1cc(/C=C(/C(=O)c2cccs2)c2nc3ccccc3[nH]2)ccc1O | 94 | 97 | -5 | -5 | -4 | 5 | 17 | -0.4 | -36
CC(C)(CO)CNC1CCCN(C2Cc3ccccc3C2)C1 (stereo unspecified) | 102 | 109 | 2 | 1 | -4 | 3 | 1 | 0.1 | 2
N#Cc1c2ncn(CC(=O)c3ccc(Br)cc3)c(=O)c2c2n1CCC2 | 101 | 98 | -5 | -3 | 2 | 1 | -26 | -0.7 | -11
COc1ccc(C=NCCCN2CCOCC2)cc1 | 115 | 127 | 5 | 0 | 2 | -14 | 8 | 0.3 | 9
C/C(=N\Nc1nc(N)cc(Cl)n1)c1cccc(N)c1 | 97 | 101 | 0 | -6 | -4 | -1 | -2 | -0.7 | -8
Cc1nnc2ccc(-c3ccc(NC(=O)c4ccc(Cl)nc4)cc3)nn12 | 94 | 92 | -3 | 2 | / | 4 | 16 | / | /
Cc1cccc2c1cnn2C(=O)Nc1cc(F)ccc1F | 107 | 110 | 6 | -4 | -13 | -14 | -2 | -1.9 | 4
CCN1CCN(C(=O)C2CCN(c3nnc(-n4c(C)ccc4C)s3)CC2)CC1 | 100 | 104 | 2 | -7 | -3 | 4 | 1 | 1.2 | 1
COc1ccc2oc(N)c(C=O)c(=O)c2c1 | 95 | 100 | 5 | -1 | -6 | -3 | 16 | -1.3 | 8
CCc1cc(=O)oc2c(C)c(OS(C)(=O)=O)ccc12 | 101 | 105 | 4 | -12 | 11 | 11 | / | 0.4 | -5
Cc1nc2ccc([N+](=O)[O-])cc2nc1C | 94 | 89 | -13 | -8 | -4 | 9 | 5 | -1.6 | 17
CCOc1ccc(NC(=S)Nc2ccc(Br)cc2Cl)cc1 | 106 | 106 | 5 | -3 | -5 | -2 | 16 | -1.0 | 5
C=CCc1cccc(CNc2nc3ccccc3n2CC)c1O | 100 | 105 | 5 | 13 | -3 | -6 | -20 | -1.6 | 27
CCS(=O)(=O)N1CCC(C(=O)Oc2ccc(Br)cc2)CC1 | 105 | 101 | 2 | -7 | -11 | 3 | 5 | 0.4 | 1
CCN1CCCC1CNC(=O)C(=O)Nc1ccccc1 (stereo unspecified) | 100 | 86 | -9 | 16 | -1 | 14 | 1 | -1.1 | -5

Sorted by molecular weight (ascending): 3 of the compounds above.
SMILES | MEKK3 PB1 HTS | MEKK2 WT-MEK5 | MEKK2 mut-MEK5 | DNA FID counter | GalR3 antagonist | NS3 helicase inh | UBC9 SUMO inh | CRFBP-R2 agonist | CRFR2-BP antag
O=C(Nc1nnc(C2CC2)s1)c1cccs1 | 103 | 108 | 12 | -10 | -3 | 9 | 14 | -0.6 | -11
Cc1cc(C)n(C(=O)c2cccc([N+](=O)[O-])c2C)n1 | 104 | 108 | 13 | -3 | 1 | 8 | 14 | -5.2 | 17
Cc1nnc2ccc(-c3ccc(NC(=O)c4ccc(Cl)nc4)cc3)nn12 | 94 | 92 | -3 | 2 | / | 4 | 16 | / | /

Next section.
SMILES | MEKK3 PB1 HTS | MEKK2 WT-MEK5 | MEKK2 mut-MEK5 | DNA FID counter | GalR3 antagonist | NS3 helicase inh | UBC9 SUMO inh | CRFBP-R2 agonist | CRFR2-BP antag
COc1ccc(/C=N/N(CCC(=O)NC(C)(C)C)C2=NS(=O)(=O)c3ccccc32)cc1 | 105 | 104 | 5 | -30 | -6 | 6 | 3 | -1.7 | 5
CC(=O)C1=C(O)C(=O)N(c2nccs2)C1c1ccc(F)cc1 (stereo unspecified) | 97 | 96 | -2 | 4 | -6 | 4 | 8 | -1.5 | 22
COc1ccc(C(=O)c2ccc(N(C)C)cc2)c2ccccc12 | 97 | 103 | 2 | -11 | -6 | -5 | -61 | 1.1 | 14
CC(C)(C)c1ccc(C2CC2C(=O)N/N=C\c2cc3ccccc3nc2Cl)cc1 (stereo unspecified) | 100 | 91 | 0 | -2 | -3 | 7 | 4 | -0.4 | -17
Cc1ccc(CNC(=O)C2C3C=CC4(CN(Cc5cccnc5)C(=O)C24)O3)cc1 (stereo unspecified) | 97 | 101 | -2 | -7 | -2 | -5 | -1 | -0.6 | 11
CN1CCC(=NNC(=O)CN(c2ccccc2)S(=O)(=O)c2ccccc2)CC1 | 106 | 113 | 9 | -14 | 4 | -1 | 15 | -0.3 | 1
COc1cc(C2N(c3ccc(Cl)cc3)C(=O)C3CCCN32)cc(OC)c1OC (stereo unspecified) | 98 | 96 | 4 | 3 | -2 | 1 | 8 | 0.2 | -9
Cc1cccc2c1N(CCOc1ccc(C(C)(C)C)cc1)C(=O)C2=O | 105 | 99 | 10 | -3 | -12 | 7 | -28 | -1.3 | -37
CC(C)(C)NC(=O)NC(=O)COC(=O)c1cccc(OC(F)F)c1 | 103 | 95 | -5 | -17 | -4 | 2 | -3 | -3.4 | 6
O=c1cc(CNc2cc(C(F)(F)F)cc(C(F)(F)F)c2)nc2sccn12 | 106 | 96 | -1 | -5 | -2 | -6 | 0 | 0.2 | -65
CCOc1ccc(S(=O)(=O)N(C)C2CCCCC2)cc1 | 102 | 103 | 8 | -20 | 0 | -4 | 9 | -0.1 | 0
COCCSc1nnc(NC(=O)Cc2ccc(OC)c(OC)c2)s1 | 86 | 94 | -7 | -14 | -5 | 1 | 11 | 5.4 | 33
C=CCn1c(SCC(=O)N2CCCC2)nc2c([nH]c3ccccc32)c1=O | 98 | 100 | 2 | -39 | -1 | -5 | 14 | 0.0 | 5
Cc1ccc(S(=O)(=O)NCC(=O)NCC(=O)OCC(=O)NC(=O)NC(C)(C)C)cc1C | 104 | 97 | -4 | -16 | 10 | 2 | 5 | 0.2 | 29
CCCc1cc(N2CCCC(C(=O)Nc3cc(Cl)ccc3OC)C2)n2ncnc2n1 (stereo unspecified) | / | / | / | -22 | -4 | 3 | / | 0.4 | 0
CN(C)CCCn1cnc2c1c(=O)[nH]c(=O)n2Cc1ccccc1 | 103 | 100 | -1 | 1 | 1 | 15 | 2 | 3.1 | -21

Screens (PubChem BioAssay)
